ssDAF12 agonist: activates DAF-12 receptor from parasite S. stercoralis; AID 652126; 370,000 tested, 1% active; HEK293 ssDAF-12/GRIP1 lit1-tk-luc reporter, luminescence; % of 3 µM dafachronic acid response; activation, % at 6.8 µM;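 active = activation above the mean over all tested compounds plus 3 SD, cut at about 0.9% in these data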;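 note: 0% = DMSO-only wells and 100% = 3 µM delta7-dafachronic acid wells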
GAA850 FXN act: increases GAA850 frataxin promoter reporter activity; AID 540364; 360,000 tested, 0.56% active; HEK293 lucGAA850 FXN promoter luciferase reporter, 24 h; percent of 10 µM SAHA response; activation, % at 6 µM;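 active = activation above the average of all compounds screened plus 3 SD, cutoff fixed separately per campaign, cut at about 7.5% in these data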;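 note: 0% = DMSO wells and 100% = 10 µM SAHA wells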
hcDAF-12 act: activators of H. contortus DAF-12 nuclear receptor. HEK293 hcDAF-12 lit1-tk-luc reporter, luminescence; 0% DMSO, 100% Δ7-dafachronic acid. 370,000 tested, 1.4% active. activation, % at 6.8 µM;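 active = activation above the mean of all tested compounds plus 3 SD, cut at about 5.5% in these data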;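 note: 100% = response to 3 µM Δ7-dafachronic acid high control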
DAX1 inh-1: DAX1 (NR0B1) inhibition, primary screen; HEK293T StAR-luciferase reporter, SF-1/DAX-1 repression relief; inhibition, % at 6.8 µM; 370,000 tested, 1.1% active; AID 652010;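 active = inhibition above the mean over all tested compounds plus 3 SD, cut at about 3.6% in these data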;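 note: 0% = DAX-1 cells with DMSO and 100% = cells lacking DAX-1 with DMSO; higher inhibition means more luminescence from relief of DAX-1 repression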
DAX1 inh-2: inhibitors of human orphan nuclear receptor DAX1 (NR0B1); HEK293 Gal4-DAX1 luciferase reporter, luminescence; inhibition, % at 6.75 µM; 340,000 tested, 0.99% active; AID 504766; P51843;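 active = inhibition above the mean over all tested compounds plus 3 SD, cut at about 4.2% in these data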;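 note: 0% = DAX1-transfected cells with DMSO and 100% = empty-vector control cells with DMSO; inhibition shows as a rise in luminescence from relieved DAX1 repression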
GC-A act: GC-A (human) enzyme activation. AID 1671463. 370,000 tested, 0.14% active. activation, % at 10 µM. HEK293 GC-A cells, cGMP TR-FRET, EC30 ANP; 0% at EC30 ANP, 100% saturating ANP. P16066; in the data active = activation above about 40%
Target sequence (P16066 whole entry, looked up): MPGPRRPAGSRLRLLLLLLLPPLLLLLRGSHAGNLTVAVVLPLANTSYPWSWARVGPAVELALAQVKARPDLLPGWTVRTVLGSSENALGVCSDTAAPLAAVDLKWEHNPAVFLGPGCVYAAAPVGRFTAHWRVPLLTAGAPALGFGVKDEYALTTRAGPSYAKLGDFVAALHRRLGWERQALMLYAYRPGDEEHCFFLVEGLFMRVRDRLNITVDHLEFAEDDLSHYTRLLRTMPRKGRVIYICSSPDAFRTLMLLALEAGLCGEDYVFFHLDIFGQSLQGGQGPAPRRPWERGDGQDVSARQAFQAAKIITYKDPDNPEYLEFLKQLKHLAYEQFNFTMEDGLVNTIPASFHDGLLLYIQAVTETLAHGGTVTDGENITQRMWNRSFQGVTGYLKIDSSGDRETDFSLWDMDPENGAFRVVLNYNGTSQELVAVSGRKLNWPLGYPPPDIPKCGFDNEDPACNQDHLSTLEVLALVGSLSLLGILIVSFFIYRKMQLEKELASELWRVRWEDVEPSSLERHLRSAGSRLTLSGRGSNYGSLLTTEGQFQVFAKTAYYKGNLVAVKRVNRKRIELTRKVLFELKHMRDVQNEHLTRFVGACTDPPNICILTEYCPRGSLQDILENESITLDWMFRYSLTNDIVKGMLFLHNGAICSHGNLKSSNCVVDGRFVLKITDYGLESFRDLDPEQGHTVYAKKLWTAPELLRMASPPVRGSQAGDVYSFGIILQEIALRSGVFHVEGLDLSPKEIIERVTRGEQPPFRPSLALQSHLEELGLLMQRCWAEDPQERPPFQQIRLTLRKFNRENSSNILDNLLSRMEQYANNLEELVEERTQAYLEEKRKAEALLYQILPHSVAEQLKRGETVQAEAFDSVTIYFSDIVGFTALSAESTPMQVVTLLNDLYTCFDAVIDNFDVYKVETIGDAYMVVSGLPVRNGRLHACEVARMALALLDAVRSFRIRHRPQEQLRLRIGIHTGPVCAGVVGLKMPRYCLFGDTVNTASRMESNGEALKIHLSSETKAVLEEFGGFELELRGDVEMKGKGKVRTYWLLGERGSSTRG
ADAM17 inh: inhibits human ADAM17 | P78536 | recombinant ADAM17, EDANS/DABCYL FRET peptide cleavage | inhibition, % at 6.95 µM | 370,000 tested, 0.83% active | AID 720648;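 active = inhibition above the mean of compounds lying between control limits plus 3 SD, set per campaign, cut at about 8.5% in these data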;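 note: 0% = DMSO-only wells as the low control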
PG9 Ab binder: binds the HIV-1 gp120 antibody PG9. TR-FRET gp120-PG9 antibody binding. inhibition, % at 6.7 µM. 360,000 tested, 0.43% active; in the data active = inhibition above about 8.5%
SMARCA2 activ: increases SMARCA2 function in MMTV reporter cells. 370,000 tested, 1% active. AID 652017. MG213 cells, MMTV-luciferase reporter, dexamethasone, overnight. activation, % at 9.1 µM; in the data active = activation above about 7.8%;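 note: 0% = vehicle wells and 100% = reference activator wells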
ADAM10 inh: inhibits human ADAM10. O14672. recombinant ADAM10, EDANS/DABCYL FRET peptide cleavage, 3 h. inhibition, % at 7 µM. 370,000 tested, 0.62% active. AID 720582;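 active = inhibition above a per-campaign cutoff equal to the mean of compounds falling between control-based bounds plus 3 SD, cut at about 20% in these data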;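 note: 0% = DMSO wells while the 100% control is not disclosed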
hgDAF-12 ag: activates the H. glycines DAF-12 receptor ligand-binding domain; activation, % at 6.8 µM; 370,000 tested, 1.8% active; AID 687014; HEK293 GAL4-hgDAF12 UAS-luciferase reporter, agonist luminescence; normalized to butyrate control;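 active = activation above a cutoff set at the mean of all screened compounds plus 3 SD, cut at about 10% in these data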;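 note: 0% = DMSO wells and 100% = sodium butyrate wells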
* hit, by the source's call.

O=C1CC2(CCN1)CCN(Cc1ccccc1)CC2 was read as ssDAF12 agonist -0.3, GAA850 FXN act 0.0, hcDAF-12 act -1.1, DAX1 inh-1 0.5, DAX1 inh-2 0.2, GC-A act 2, ADAM17 inh -2, PG9 Ab binder 0.7, SMARCA2 activ -1, ADAM10 inh -7 and hgDAF-12 ag 2.6.
`Cc1csc(N(C(=O)CCNC(=O)c2ccc([N+](=O)[O-])cc2)c2ccccc2)n1` gave ssDAF12 agonist -1.3, GAA850 FXN act -1.1, hcDAF-12 act -0.6, DAX1 inh-1 -0.2, DAX1 inh-2 -1.2, GC-A act -1, ADAM17 inh -5, PG9 Ab binder 0.5, SMARCA2 activ -5, ADAM10 inh -5 and hgDAF-12 ag -3.8.
COCCn1c(N)c(Sc2ccc([N+](=O)[O-])cc2)c(=O)[nH]c1=O was read as ssDAF12 agonist -1.3, GAA850 FXN act 1.5, hcDAF-12 act -0.8, DAX1 inh-1 1.0, DAX1 inh-2 -1.6, GC-A act 3, ADAM17 inh -3, PG9 Ab binder 0.7, SMARCA2 activ 0, ADAM10 inh 3 and hgDAF-12 ag -0.4.
Cc1cccc(C(=O)NNC(=O)C2CCCO2)c1 (centres undefined) was read as ssDAF12 agonist -0.8, GAA850 FXN act -0.4, hcDAF-12 act 0.3, DAX1 inh-1 -0.7, DAX1 inh-2 2.5, GC-A act -2, ADAM17 inh -4, PG9 Ab binder 1.9, SMARCA2 activ -1, ADAM10 inh -2 and hgDAF-12 ag -1.9.
CC(Oc1ccc2c(-c3ccccc3)cc(=O)oc2c1)C(=O)O (centres undefined) was read as ssDAF12 agonist -1.2, GAA850 FXN act -2.5, hcDAF-12 act -0.5, DAX1 inh-1 0.1, DAX1 inh-2 -0.5, GC-A act 1, ADAM17 inh -8, PG9 Ab binder -0.5, SMARCA2 activ 0, ADAM10 inh -8 and hgDAF-12 ag 0.5.
Screening O=C(CSc1nnc(CNc2ccc(F)cc2)o1)N1CCN(C(=O)c2ccco2)CC1 returned ssDAF12 agonist -0.5, GAA850 FXN act -0.8, hcDAF-12 act -2.4, DAX1 inh-1 0.5, DAX1 inh-2 -0.8, GC-A act 1, ADAM17 inh -2, PG9 Ab binder -1.4, SMARCA2 activ -1, ADAM10 inh -1 and hgDAF-12 ag 2.2.
Cc1c(C(=O)NC2CCCc3ccccc32)oc2ccc(S(=O)(=O)N3CCCC3)cc12 (centres undefined) was read as ssDAF12 agonist -0.9, GAA850 FXN act 2.0, hcDAF-12 act -1.1, DAX1 inh-1 0.0, DAX1 inh-2 0.5, GC-A act 2, ADAM17 inh -2, PG9 Ab binder -2.7, SMARCA2 activ 2, ADAM10 inh 8 and hgDAF-12 ag 0.4.
Screening Cc1ccc(C(=O)NN=C2CCCC2)cc1C returned ssDAF12 agonist -1.7, GAA850 FXN act 2.5, hcDAF-12 act -0.2, DAX1 inh-1 -0.3, DAX1 inh-2 2.2, GC-A act 2, ADAM17 inh -2, PG9 Ab binder -0.2, SMARCA2 activ 0, ADAM10 inh 4 and hgDAF-12 ag 3.1.
O=C(CSc1n[nH]c(=O)n1C1CC1)Nc1cc(Cl)ccc1Oc1ccccc1 was read as ssDAF12 agonist -2.0, GAA850 FXN act 7.3, hcDAF-12 act -2.1, DAX1 inh-1 -3.1, DAX1 inh-2 -2.3, GC-A act 1, ADAM17 inh 1, PG9 Ab binder 0.5, SMARCA2 activ -3, ADAM10 inh 9 and hgDAF-12 ag -8.4.
`Cc1cccc(OCC(=O)NC(Cc2c[nH]c3ccccc23)C(=O)O)c1C` (centres undefined) gave ssDAF12 agonist 0.2, GAA850 FXN act 0.6, hcDAF-12 act 2.0, DAX1 inh-1 0.4, DAX1 inh-2 1.2, GC-A act 0, ADAM17 inh -2, PG9 Ab binder -1.5, SMARCA2 activ -4, ADAM10 inh -7 and hgDAF-12 ag 1.8.
Screening CCn1c(=S)[nH]c2c(c1=O)C(C)(C)Cc1ccccc1-2 returned ssDAF12 agonist -1.4, GAA850 FXN act 1.1, hcDAF-12 act -0.5, DAX1 inh-1 0.0, DAX1 inh-2 2.3, GC-A act 19, ADAM17 inh -3, PG9 Ab binder 24*, SMARCA2 activ -4, ADAM10 inh -10 and hgDAF-12 ag 2.1.
O=C(c1cc(S(=O)(=O)NCc2ccco2)ccc1Br)N1CCOCC1 was read as ssDAF12 agonist -0.9, GAA850 FXN act -1.0, hcDAF-12 act -0.7, DAX1 inh-1 0.4, DAX1 inh-2 -0.6, GC-A act -3, ADAM17 inh 0, PG9 Ab binder 1.8, SMARCA2 activ 0, ADAM10 inh -24 and hgDAF-12 ag 0.0.
Cn1nccc1NC(=O)Nc1cccc(Cl)c1 was read as ssDAF12 agonist -1.8, GAA850 FXN act 0.1, hcDAF-12 act -1.2, DAX1 inh-1 0.2, DAX1 inh-2 -0.1, GC-A act 0, ADAM17 inh -2, PG9 Ab binder -2.1, SMARCA2 activ 4, ADAM10 inh 7 and hgDAF-12 ag 0.1.
COc1ccc(OC)c(/C=N/NC(=O)C(=O)N/N=C/c2cc(OC)ccc2OC)c1 was read as ssDAF12 agonist -0.2, GAA850 FXN act 0.1, hcDAF-12 act -1.1, DAX1 inh-1 0.4, DAX1 inh-2 2.0, GC-A act 0, ADAM17 inh -2, PG9 Ab binder -1.5, SMARCA2 activ -2, ADAM10 inh -4 and hgDAF-12 ag -2.0.
Screening Cc1ccc(C(=O)C(C)OC(=O)CNS(=O)(=O)c2ccc(C)cc2)cc1 (centres undefined) returned ssDAF12 agonist -1.1, GAA850 FXN act -0.2, hcDAF-12 act 0.4, DAX1 inh-1 0.9, DAX1 inh-2 0.0, GC-A act -2, ADAM17 inh -3, PG9 Ab binder 0.9, SMARCA2 activ -3, ADAM10 inh -16 and hgDAF-12 ag -0.8.
Screening O=C(COc1ccc(S(=O)(=O)NC2CCCCC2)cc1)NCc1cccnc1 returned ssDAF12 agonist -1.7, GAA850 FXN act 0.4, hcDAF-12 act -0.2, DAX1 inh-1 0.1, DAX1 inh-2 -0.7, GC-A act 3, ADAM17 inh -3, PG9 Ab binder -1.7, SMARCA2 activ 2, ADAM10 inh 3 and hgDAF-12 ag -0.8.
O=C(CC1Nc2ccccc2NC1=O)NCCCN1CCCCCC1 (centres undefined) was read as ssDAF12 agonist -0.8, GAA850 FXN act -1.3, hcDAF-12 act -1.0, DAX1 inh-1 0.1, DAX1 inh-2 -0.3, GC-A act -6, ADAM17 inh -23, PG9 Ab binder -0.7, SMARCA2 activ 0, ADAM10 inh -76 and hgDAF-12 ag 1.6.
COc1ccc(-c2c(C(=O)c3ccccc3)[nH]c(N)c2C(N)=O)cc1OC was read as ssDAF12 agonist -1.5, hcDAF-12 act 0.5, DAX1 inh-1 0.2, GC-A act 0, ADAM17 inh -2, PG9 Ab binder 0.5, SMARCA2 activ -2, ADAM10 inh -14 and hgDAF-12 ag 1.7.
CN(Cc1c(F)cccc1Cl)C(=O)C1CC(=O)N(CCc2ccccc2)C1 (centres undefined) was read as ssDAF12 agonist -1.4, GAA850 FXN act 4.5, hcDAF-12 act 2.2, DAX1 inh-1 1.8, DAX1 inh-2 1.2, GC-A act 3, ADAM17 inh 0, PG9 Ab binder -0.1, SMARCA2 activ -2, ADAM10 inh 4 and hgDAF-12 ag 0.8.
COc1ccc(NC(=O)CN(c2cccc(C(F)(F)F)c2)S(C)(=O)=O)cc1OC was read as ssDAF12 agonist -1.5, GAA850 FXN act 2.6, hcDAF-12 act -1.9, DAX1 inh-1 -0.6, DAX1 inh-2 0.2, GC-A act -6, ADAM17 inh 0, PG9 Ab binder -0.9, SMARCA2 activ 2, ADAM10 inh 5 and hgDAF-12 ag -2.2.
Cc1ccc(S(=O)(=O)Nc2nc3ccccc3nc2Nc2cccc(S(=O)(=O)N3CCCC3)c2)cc1 was read as ssDAF12 agonist -1.0, GAA850 FXN act 3.1, hcDAF-12 act -1.9, DAX1 inh-1 -0.1, DAX1 inh-2 0.9, GC-A act -5, ADAM17 inh -5, PG9 Ab binder 9.8*, SMARCA2 activ -1, ADAM10 inh -11 and hgDAF-12 ag 0.1.
Screening CC(C)N(Cc1ccccc1)C(=O)CN1C(=O)NC2(CCCc3ccccc32)C1=O (centres undefined) returned ssDAF12 agonist -0.7, GAA850 FXN act 0.3, hcDAF-12 act -0.8, DAX1 inh-1 -0.1, DAX1 inh-2 0.2, GC-A act 0, ADAM17 inh 4, PG9 Ab binder -3.3, SMARCA2 activ -3, ADAM10 inh -2 and hgDAF-12 ag 0.0.
COC(=O)CCC(C)N1CCC(Oc2ccc(C(=O)N3CCCC3)cc2)CC1 (centres undefined) was read as ssDAF12 agonist -1.5, GAA850 FXN act 1.7, hcDAF-12 act -1.2, DAX1 inh-1 1.2, DAX1 inh-2 -0.8, GC-A act 0, ADAM17 inh -2, PG9 Ab binder -0.8, SMARCA2 activ -1, ADAM10 inh -12 and hgDAF-12 ag 0.7.
`Cc1cccn2c(=O)nc(SCC(=O)N3CCCC3)nc12` gave ssDAF12 agonist -1.2, GAA850 FXN act 0.8, hcDAF-12 act 0.4, DAX1 inh-1 0.0, DAX1 inh-2 0.2, GC-A act 0, ADAM17 inh -10, PG9 Ab binder 1.9, SMARCA2 activ 1, ADAM10 inh -32 and hgDAF-12 ag 4.5.
For C/C(=C/Cc1c(O)cc2oc(C)cc(=O)c2c1O)COC1OC(CO)C(O)C(O)C1O (centres undefined) the results were ssDAF12 agonist -1.2, GAA850 FXN act 1.2, hcDAF-12 act -0.1, DAX1 inh-1 0.3, DAX1 inh-2 -0.4, GC-A act -1, ADAM17 inh 1, PG9 Ab binder 0.7, SMARCA2 activ 0, ADAM10 inh -1 and hgDAF-12 ag -1.6.
O=C(NC(=S)Nc1nc(-c2ccc(Cl)cc2)cs1)c1cccs1 was read as ssDAF12 agonist -0.3, GAA850 FXN act 2.1, hcDAF-12 act -0.3, DAX1 inh-1 -0.2, DAX1 inh-2 -0.6, GC-A act 9, ADAM17 inh -1, PG9 Ab binder -1.1, SMARCA2 activ -1, ADAM10 inh 3 and hgDAF-12 ag -2.1.
`O=c1[nH]c(CN2CCCCC2)nc2c1C1(CCCCC1)Cc1ccccc1-2` gave ssDAF12 agonist -0.9, GAA850 FXN act -0.8, hcDAF-12 act -1.2, DAX1 inh-1 0.7, DAX1 inh-2 -0.3, GC-A act -2, ADAM17 inh 3, PG9 Ab binder -1.8, SMARCA2 activ -3, ADAM10 inh 11 and hgDAF-12 ag 0.9.
Cc1cccc(NC(=S)N2CCC(C(=O)c3ccc(F)cc3)CC2)c1 was read as ssDAF12 agonist -1.2, GAA850 FXN act 2.0, hcDAF-12 act -0.9, DAX1 inh-1 0.4, DAX1 inh-2 0.1, GC-A act 5, ADAM17 inh 2, PG9 Ab binder -2.1, SMARCA2 activ -2, ADAM10 inh -1 and hgDAF-12 ag -1.1.
